Bioassay records from PubChem.
NCI-60 one-dose screen, 48 h, at 10 µM unless noted. Numbers give growth in % (100 = growth as untreated, 0 = no growth, -100 = all killed).
ACHN – ACHN renal cancer; 4.9% of 81,000 active; AID 1794771
CAKI-1 – CAKI-1 renal cancer | 4.7% of 75,000 active | AID 1794772
RXF 393 – RXF 393 renal cancer cells | AID 1794773 | 6.9% of 77,000 active
PC-3 – PC-3 prostate cancer cells; 3.9% of 80,000 active; AID 1794754
UO-31 – UO-31 renal cancer. 5.2% of 81,000 active
SN12C – SN12C renal cancer cells; AID 1794767; 3.8% of 81,000 active
A498 – A498 renal cancer cells | 5.4% of 76,000 active | AID 1794774
786-0 – 786-0 renal cancer cells. AID 1794775. 5.1% of 81,000 active
TK-10 – TK-10 renal cancer cells; 3.9% of 81,000 active; AID 1794769
* marks the source's active call; other numbers are inactive results; / = no result given; & = joins results of further samples. How the source made its calls: active means growth percent below 10; inactive means the rest.

nr	mol	ACHN	CAKI-1	RXF 393	PC-3	UO-31	SN12C	A498	786-0	TK-10
1	CC1(C)CN(CCNc2nccc(-c3c(-c4cccc(O)c4)nc4sccn34)n2)S(=O)(=O)N1	39	32	57	51	60	58	82	51	119
2	O=S=C1C(=O)Nc2cc(Br)ccc21	90	88	103	97	84	91	92	119	154
3	NS(=O)(=O)Oc1cccc(-c2nc3sccn3c2-c2ccncn2)c1	97	89	108	94	96	102	98	106	137
4	COc1cc(/C=C2\CN(C(=O)CCN3CCC(=NO)CC3)C/C(=C\c3cc(OC)c(OC)c(OC)c3)C2=O)cc(OC)c1OC	-44*	-77*	-85*	-54*	-96*	-9.1*	-87*	-39*	-69*
5	Cn1cc(-c2nc(-c3ccsc3)cs2)c2cc(F)ccc21	97	89	105	/	77	97	/	99	114
6	O=C(c1nc2ccccc2[nH]1)C1C(c2cccc(F)c2)C2CC3CCCCC3N2[C@@]12C(=O)Nc1cc(Cl)ccc12 (some centres not stated)	27	55	10	28	26	46	51	42	66
7	CSc1nc(C)cc(SC(=N)N)n1	103	105	105	92	84	101	115	104	121
8	O=c1[nH]c(Cl)nc2c1cnn2-c1ccccc1	101	62	111	77	73	97	84	/	102
9	CC(=O)OC(C)(C)Cc1ccccc1	105	117	107	95	96	118	91	99	110
10	Clc1ccccc1/C=C1\c2ccccc2-c2nc3ccccc3nc21	100	62	93	88	87	101	110	92	104
11	O=[N+]([O-])c1ccc(S(=O)(=O)c2ccccc2)cc1	113	98	104	75	81	103	102	108	135
12	C[C@]12CCC(=O)C=C1CC[C@@H]1[C@@H]2CC[C@@]2(C)[C@H]1C[C@H](F)[C@@]21OCOC12COCO2 (some centres not stated)	89	/	88	80	80	84	93	83	95
13	COc1ccccc1/C=C1\Oc2cc(OCCN3CCCC3)ccc2C1=O	94	94	71	83	66	89	/	83	98
14	COc1ccc(OCC(O)CN2CCN(c3cccc(C)c3)CC2)cc1 (configuration not stated)	107	90	154	102	79	100	97	99	106
15	CCN1CCC(CCOC)(CN2c3ccccc3Sc3ccc(Cl)cc32)C1 (configuration not stated)	47	47	37	36	8.1*	60	57	49	64
16	CCCCCCCC/C=C\CCCCCCCC(=O)OCCCC	101	97	111	101	92	105	104	102	100
17	CCCC1CCC(=C2C(=O)CCC2=O)O1 (configuration not stated)	96&96	91&94	98&103	103&95	96&85	101&90	105&108	93&105	118&98
18	O=C(Nc1ccccc1-c1ccc(Oc2ccc3nnc(Cl)n3n2)cc1)C1CCCCC1	90	85	74	79	72	94	67	98	98
19	CCOC(=O)C(C)OC(=O)C(C)O (configuration not stated)	103	98	108	91	83	98	89	94	97
20	Cc1ncc(C(=O)O)c(C(=O)O)c1N	101&103	89	106	98	101&91	101&98	110&102	109&104	111&110
21	CC1=CCC(OC(O)CCC(O)(C(=O)OC2(C)C=CC(O)(C(C)C)CC2)C(C)C)(C(C)C)CC1 (configuration not stated)	100	103	104	105	93	106	100	100	102
22	COc1ccc(Cl)cc1Nc1nc(C(F)(F)F)ccc1C(=O)N/N=C/c1cc(OC)c(OC)c(OC)c1	16	28	-10*	6.2*	15	25	27	/	20
23	Nc1nc(-c2ccccc2)c(N=Nc2ccc(Cl)cc2Cl)s1	-31*	-34*	-70*	-1.8*	-20*	-95*	-17*	-52*	-14*
24	O=C(Nc1ccc(Br)cc1F)c1cc(Br)ccc1O	-0.4*	2.1*	-8.0*	12	-11*	-11*	-42*	7.7*	15
25	O=C(O)CCC(NC(=O)OCc1ccccc1)C(=O)NC(Cc1ccccc1)C(=O)O (configuration not stated)	97	94	94	89	93	100	24	105	94
26	O=[N+]([O-])c1ccc(NN=C2CCCCC2)c([N+](=O)[O-])c1	66	44	115	50	43	76	105	92	100
27	Nc1nc(N)nc(N2CCCCC2)n1	110	104	105	99	87	102	90	102	92
28	COc1ccc(C2(O)OCC(COc3cc(C)c(Cl)c(C)c3)O2)cc1OC (configuration not stated)	97	86	105	99	/	94	89	99	95
29	Cc1cc(O)c(C(=O)c2c[nH]c(=O)c(-c3ccc([N+](=O)[O-])cc3)c2)cc1C	105	88	96	100	86	101	/	92	103
30	CCN(CC)CCCNc1nccc2ccc(Cl)cc12	112	108	98	74	95	100	98	104	100
31	COc1ccc(/C=c2\nc3n(-c4ccccc4)c4n(n-3c2=O)C(=O)CN=4)cc1	99	87	107	95	68	99	116	113	139
32	COC(=O)C1C(O)C(C)C(O)C(C)C=C(C)C2=C3C(=C(C)C(=O)c4c(O)c(c(C)c(OC(C)=O)c43)NC(=O)C(C)=C/C=C\C(C)C(O)C(C)C1O)OCO2 (configuration not stated)	104	133	125	/	89	100	123	101	118
33	Fc1ccc(Nc2n[nH]c(-c3ccccc3)n2)cc1	107	/	110	89	73	92	88	103	116
34	O=C1CSC(=Nc2ccc(Cl)cc2Cl)N1	102	90	97	101	92	96	103	101	105
35	COc1ccc(/C=N\NC(=O)c2cnn(CC(O)c3ccccc3)c2N)cc1Oc1ccccc1 (configuration not stated)	80	67	55	69	72	84	73	86	87
36	Cc1ccc(C(C#N)c2ccccc2)cc1 (configuration not stated)	107	88	108	88	97	106	93	105	94
37	CCn1c(C)nc2cc(C(N)=O)ccc21	97	143	93	101	92	98	107	96	98
38	COC(=O)CNC(=O)c1c(C)[nH]c(/C=C/C(=O)c2ccc(C(F)(F)F)c(F)c2)c1C	104&106	90&93	104&100	98&109	83&84	98&95	96	101&98	129&103
39	COc1cc(C2C3=C(CC(C)(C)CC3=O)N(CCO)c3cc4c(cc32)CCC4)cc(OC)c1OC (configuration not stated)	88	66	80	73	69	91	88	88	81
40	CC(=O)Oc1ccc(OC(C)=O)c2c1C1C=CC2CC1	102	111	111	94	90	111	104	106	113

Whole records from above. Screens in order: ACHN | CAKI-1 | RXF 393 | PC-3 | UO-31 | SN12C | A498 | 786-0 | TK-10
Fc1ccc(Nc2n[nH]c(-c3ccccc3)n2)cc1 in the list: 107 | / | 110 | 89 | 73 | 92 | 88 | 103 | 116
O=C1CSC(=Nc2ccc(Cl)cc2Cl)N1 in the list: 102 | 90 | 97 | 101 | 92 | 96 | 103 | 101 | 105

(list continues)
nr	mol	ACHN	CAKI-1	RXF 393	PC-3	UO-31	SN12C	A498	786-0	TK-10
41	C=C(C)[C@@H]1CC=C2c3sc(-c4ccccc4O)nc3C[C@@H](C)[C@]2(C)C1	103	103	126	100	92	101	107	108	117
42	COc1cccc(Oc2nc(Nc3ccc(N4CCOCC4)cc3)ncc2NC(=O)Nc2cc(Cl)cc(Cl)c2)c1	94	/	88	82	73	64	103	91	106
43	C/C(=N\NC(N)=O)c1c(O)sc(=O)[nH]c1=O	101	97	107	97	87	97	/	104	110
44	N#C/C(=C\n1ccc(=O)[nH]c1=S)C(N)=O	98	108	94	97	104	102	94	105	102
45	NC1=NN(c2ccccc2)C(=O)/C1=C/c1ccc(Cl)cc1	94	97	107	83	78	95	100	94	91
46	Nc1cc(C(=O)NC=Nc2ccc(OC(F)F)c(OCc3ccccc3)c2)nn1CC(O)c1ccccc1 (configuration not stated)	108	89	98	92	82	101	82	110	120
47	O=C1/C(=C/c2cc(F)cc(F)c2)Cc2cc(F)cc(F)c21	93	78	93	88	71	106	90	100	102
48	Brc1cc2c(c3ccccc13)N1O[C@@H](C2)C[C@H]1c1cccs1	109	82	94	/	64	96	75	95	95
49	CCNC(=O)Nc1nc2ccc(Oc3ccnc(C(=O)NC)c3)cc2s1	96	92	103	76	88	92	70	88	87
50	O=C(Nc1ccccc1)Nc1cccc(-n2cc(-c3ccncc3)c(-c3ccc(O)c(Cl)c3)n2)c1	43	30	47	31	27	59	82	39	89
51	Cc1ccc(Nc2cc(N)nc(N)n2)cc1	102	87	114	98	88	110	105	100	108
52	COc1ccc(-c2cc(-c3cc(OC)c(OC)c(OC)c3)c(C#N)c(=O)n2Cc2ccc(C(=O)O)cc2)cc1	100	83	105	89	73	101	91	103	127
53	COc1nc(N)nc(-n2c(-c3ccc(C)cc3)nc3ccccc32)c1NCc1ccc(C)cc1	94	41	/	66	60	90	81	90	98
54	O=C(NC1CC1)c1cc2n(n1)CC(c1ccccc1)N2 (configuration not stated)	106	91	96	99	96	102	/	101	102
55	COC(=O)c1cc(C(=O)OC)cc([N+](=O)[O-])c1	106	109	118	99	84	111	94	93	110
56	Cn1c(Cn2nc(-c3ccccc3)ccc2=O)n[nH]c1=S	107	96	/	96	83	102	101	96	107
57	CCCCNC(=O)NC(=O)CS(=O)(=O)c1ccc(C)cc1	111	93	147	110	97	114	95	110	120
58	O=C(Nc1ccccc1)Nc1ccc(NC(=O)c2cc(=O)[nH]c3ccccc23)cc1	100	89	105	77	88	94	93	105	112
59	O=C(/C=C/c1ccccc1Cl)c1ccc(O)cc1	79	/	/	/	44	67	92	85	79
60	COc1ccc(NC(=O)Cn2cc(CN3C(=O)c4ccc([N+](=O)[O-])cc4C3=O)nn2)cc1	104	88	/	99	88	100	88	107	103

Arranged by number of heavy atoms (ascending): some entries from above.
nr	mol	ACHN	CAKI-1	RXF 393	PC-3	UO-31	SN12C	A498	786-0	TK-10
43	C/C(=N\NC(N)=O)c1c(O)sc(=O)[nH]c1=O	101	97	107	97	87	97	/	104	110
55	COC(=O)c1cc(C(=O)OC)cc([N+](=O)[O-])c1	106	109	118	99	84	111	94	93	110
54	O=C(NC1CC1)c1cc2n(n1)CC(c1ccccc1)N2 (configuration not stated)	106	91	96	99	96	102	/	101	102
45	NC1=NN(c2ccccc2)C(=O)/C1=C/c1ccc(Cl)cc1	94	97	107	83	78	95	100	94	91
48	Brc1cc2c(c3ccccc13)N1O[C@@H](C2)C[C@H]1c1cccs1	109	82	94	/	64	96	75	95	95
49	CCNC(=O)Nc1nc2ccc(Oc3ccnc(C(=O)NC)c3)cc2s1	96	92	103	76	88	92	70	88	87
60	COc1ccc(NC(=O)Cn2cc(CN3C(=O)c4ccc([N+](=O)[O-])cc4C3=O)nn2)cc1	104	88	/	99	88	100	88	107	103
53	COc1nc(N)nc(-n2c(-c3ccc(C)cc3)nc3ccccc32)c1NCc1ccc(C)cc1	94	41	/	66	60	90	81	90	98
50	O=C(Nc1ccccc1)Nc1cccc(-n2cc(-c3ccncc3)c(-c3ccc(O)c(Cl)c3)n2)c1	43	30	47	31	27	59	82	39	89
46	Nc1cc(C(=O)NC=Nc2ccc(OC(F)F)c(OCc3ccccc3)c2)nn1CC(O)c1ccccc1 (configuration not stated)	108	89	98	92	82	101	82	110	120
52	COc1ccc(-c2cc(-c3cc(OC)c(OC)c(OC)c3)c(C#N)c(=O)n2Cc2ccc(C(=O)O)cc2)cc1	100	83	105	89	73	101	91	103	127
42	COc1cccc(Oc2nc(Nc3ccc(N4CCOCC4)cc3)ncc2NC(=O)Nc2cc(Cl)cc(Cl)c2)c1	94	/	88	82	73	64	103	91	106
